Keap1 Nrf2 FP: Keap1-Nrf2 (human) interaction inhibition. Q14145. Keap1 Kelch-Nrf2 peptide fluorescence polarization, 1536-well. inhibition, % at 9.4 µM. hit rate 0.15% among 340,000. AID 504523; in the data active = inhibition above about 12%;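 also: human Keap1 Kelch domain with fluorescein labeled Nrf2 9mer peptide probe; 0% = neutral control wells and 100% = peptide positive control; higher means more block of Keap1 binding to Nrf2 peptide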
CAL-PDZ inh HTS: CAL PDZ (human) peptide binding inhibition; purified CAL PDZ, TMR-peptide fluorescence polarization, 1 h; inhibition, % at 24.9 µM; hit rate 0.92% among 300,000; AID 602252;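 active = mean inhibition of at least 30% with at least half of replicates also reaching 30%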;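 also: 0% = DMSO neutral control and 100% = excess unlabeled competitor peptide PRC23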
Cardiac RTF inh: cardiac RTF calcium desensitization | P19429+P45379 | IANBD-labeled cardiac RTF, Ca2+ fluorescence | inhibition, % at 7.15 µM | hit rate 0.12% among 340,000 | AID 493244;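 active = inhibition above the mean inhibition of all tested compounds plus 3 SD, cut at about 17% in these data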;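 also: assay run at fixed EC70 calcium of 1.6 mM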
HTR5A ag ctr: HTR5A agonism, opioid heterodimer counter-screen. activation, % at 9.3 µM. hit rate 0.61% among 340,000. P47898. HTR5A agonist assay, luminescence, cell-based; in the data active = activation mostly above about 9.5%, no sharp cut-off; inactive = mostly below about 7.6%;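 also: 0% = cells with vehicle only and 100% = reference agonist; strong numbers were not always called active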
V-ATPase pH: yeast V-ATPase proton transport regulation by pHLuorin; S. cerevisiae, pHLuorin cytosolic pH fluorescence; response, % at 10 µM; hit rate 0.37% among 350,000; in the data active = response mostly above about 7.3%, no sharp cut-off; inactive = mostly below about 5.4%; also: actives read high; inactives centre near 0; some compounds called inactive have numbers as strong as hits; reference of the scale not given here
HTR5A inv ag: counter-screen for OPRM1-OPRD1 inverse agonists: human HTR5A inverse agonism. AID 504634. HTR5A cell line, luminescence. hit rate 0.083% among 340,000. inhibition, % at 9.3 µM. P47898; in the data active = inhibition mostly above about 23%, no sharp cut-off; inactive = mostly below about 18%;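 also: 0% = cells with DMSO and 100% = no-cell wells with DMSO; some compounds called inactive have numbers as strong as hits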
LANA DNA inh: inhibitors of KSHV LANA C-terminal domain DNA binding | inhibition, % at 9 µM | hit rate 0.078% among 340,000 | MBP-C-LANA/FAM-LBS DNA binding, fluorescence polarization | AID 504423;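 active = highest replicate inhibition at or above 60% at 9 µM, even if other replicates fall short; inactive = all replicates below 60% inhibition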;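 also: 0% = neutral control wells and 100% = 4 µM acridine orange control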
MOR-DOR inv ag: inverse agonists of human mu-delta opioid receptor heterodimerization | P35372+P41143 | cell-based MOR-DOR heterodimer luminescence, inverse agonism | inhibition, % at 9.3 µM | hit rate 0.21% among 340,000; in the data active = inhibition above about 22%, passing the limit was not always enough;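 also: 0% = cells with DMSO and 100% = wells without cells with DMSO; values of inactives mirror those of a sister screen read the other way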
Target sequence (P35372 whole entry, looked up): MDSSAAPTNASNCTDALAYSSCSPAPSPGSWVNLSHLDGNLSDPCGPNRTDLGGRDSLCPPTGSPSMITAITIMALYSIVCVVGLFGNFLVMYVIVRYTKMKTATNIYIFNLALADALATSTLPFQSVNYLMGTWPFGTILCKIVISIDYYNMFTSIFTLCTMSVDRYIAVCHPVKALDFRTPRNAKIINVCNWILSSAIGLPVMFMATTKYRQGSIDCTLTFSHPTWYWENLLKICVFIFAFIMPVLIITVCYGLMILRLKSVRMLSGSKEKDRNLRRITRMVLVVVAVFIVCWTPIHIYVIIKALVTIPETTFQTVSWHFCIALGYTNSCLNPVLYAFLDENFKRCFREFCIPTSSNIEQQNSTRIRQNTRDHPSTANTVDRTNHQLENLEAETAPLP
Target sequence (P41143 whole entry, looked up): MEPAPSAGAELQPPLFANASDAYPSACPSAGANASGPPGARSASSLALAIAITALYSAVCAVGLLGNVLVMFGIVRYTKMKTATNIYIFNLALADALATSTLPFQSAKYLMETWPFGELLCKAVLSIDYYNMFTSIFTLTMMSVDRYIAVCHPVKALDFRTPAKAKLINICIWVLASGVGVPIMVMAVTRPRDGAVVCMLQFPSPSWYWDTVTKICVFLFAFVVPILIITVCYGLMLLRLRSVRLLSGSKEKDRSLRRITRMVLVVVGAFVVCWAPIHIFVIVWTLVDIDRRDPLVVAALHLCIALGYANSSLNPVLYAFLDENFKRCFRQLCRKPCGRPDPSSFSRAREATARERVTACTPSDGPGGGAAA
cardiac RTF act: cardiac RTF calcium sensitization | IANBD-labeled TnC RTF fluorescence at EC20 calcium; 0% EC20 calcium, 100% full calcium | activation, % at 7.2 µM | hit rate 0.24% among 340,000;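 active = activation above the mean over all tested compounds plus 3 SD, cut at about 30% in these data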;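 also: rise in fluorescence read as greater calcium sensitivity of cardiac thin filaments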
OPRM1-OPRD1 ag: agonists of human mu-delta opioid receptor heterodimerization; P35372+P41143; cells, OPRM1-OPRD1 heterodimerization, luminescence; activation, % at 9.3 µM; hit rate 0.3% among 340,000; AID 504326; in the data active = activation above about 18%;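 also: 0% = vehicle-treated cells and 100% = reference agonist; values of inactives mirror those of a sister screen read the other way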
The depositor's hits bear a star; . = no result given; & = joins results of further samples.

SMILES	Keap1 Nrf2 FP	CAL-PDZ inh HTS	Cardiac RTF inh	HTR5A ag ctr	V-ATPase pH	HTR5A inv ag	LANA DNA inh	MOR-DOR inv ag	cardiac RTF act	OPRM1-OPRD1 ag
CCCCSc1nnc2[nH]c(=O)cc(N)n12	-3	-5	-5	2	0	-2	0.1	4	3	-0.8
CCOC(=O)c1cc(CC)sc1/N=C/c1c(O)ccc2ccccc12	-2	.	-8	4	-2	-9	2.9	1	-1	-0.1
CCn1c(NC2CCCCC2)nc2ccccc21	-3	-1	-2	-1	-6	11	0.3	-4	-6	0.8
CCn1cc(C(=O)N[C@H](C(=O)NC(C)(C)CO)C(C)C)c(=O)c2cc3c(cc21)OCO3	1	1	-5	0	2	-1	1.6	7	0	-1.5
O=C(Nc1ccc2c(c1)OCO2)C1CCCCC1	2	-6	3	-2	-2	5	1.9	3	0	-0.8
CSc1ccc(/C=C(/NC(=O)c2ccco2)C(=O)N2CCCCCC2)cc1	0	-7	-1	-1	1	26	-2.3	8	3	-1.6
COc1ccc(NC(=O)CSc2nc3ccncc3[nH]2)c(OC)c1	-5	-1	-4	7	-1	1	0.4	-8	-3	1.4
COc1ccc(C(=O)Nc2c(N)nc(SCC(=O)N3CCCCCC3)[nH]c2=O)cc1OC	0	.	-3	1	5	-2	0.4	3	1	-0.6
O=C(c1ccccc1Oc1ccc([N+](=O)[O-])cc1)N1CCOCC1	2	-1	3	3	4	17	-1.2	7	-3	-2.1
Cc1ccc(-n2cc[nH]c2=S)cc1C	-3	-2	8	3	6	-8	3.3	7	-4	-1.3
O=C(Oc1ccccc1)c1c(Cl)cccc1P(=O)(O)O	-9	-4	1	1	-2	16	1.0	9	8	-1.5
Cc1ccc(S(=O)(=O)N2CCN(C(=O)CSc3nncs3)CC2)cc1	-4	2	5	4	-5	-12	-0.8	12	-2	-2.3
CC(=O)Nc1ccc(N=Cc2c(O)ccc3ccccc23)cc1	0	-1	-25	-1	0	4	2.3	-2	3	0.4
COC(=O)c1cc(NC(=S)N2CCN(C(=O)C3CCCO3)CC2)cc(C(=O)OC)c1 (stereo not drawn)	-1	-5	0	-5	2	12	1.5	4	1	-0.7
COc1cccc(C2=CC(=O)C(C(C)(C)C)N2C(C)(C)C)c1 (stereo not drawn)	-1	-5	-12	5	-2	-16	-2.4	-25	-6	5.4
CC1(C)Cc2c(cnn2-c2cccc(F)c2)C(NC(=O)CSc2ccncc2)C1 (stereo not drawn)	-4	0	3	-1	0	2	0.2	11	-2	-3.5
Cc1[nH]c(C)c(S(=O)(=O)N2CCN(c3cccc(Cl)c3)CC2)c1C(=O)N1CCCC1	0	1	-13	-2	-2	28	-0.7	6	-1	-1.1
C[C@]12C(=O)N(c3ccc(Cl)cc3)C(=O)N1[C@H]1c3ccccc3OC[C@@H]1[C@H]2c1ccccc1	0	0	-16	8	-3	12	-0.5	-2	0	0.4
COC(=O)c1nn(-c2ccc(F)cc2)ccc1=O	-1	.	-3	3	-4	-7	-0.7	6	0	-1.2
Cc1ccc(C2/C(=C(\O)c3c(C)nc4ccccn34)C(=O)C(=O)N2CCN(C)C)o1 (stereo not drawn)	-2	-2	-6	-4	-3	-11	2.5	-2	1	0.3
CCCCn1c(SCC(=O)N2c3ccccc3Sc3ccccc32)nc2c1c(=O)n(C)c(=O)n2C	-5	-4	-9	0	-1	-1	0.6	-5	10	1.0
COCCOC(=O)C1=C(C)Nc2nc(C)nn2C1c1ccc(F)cc1 (stereo not drawn)	3&-5	-5&1	-2&-6	3&5	0&-1	-11&-13	0.0&0.0	13&6	1&-1	-2.6&-1.3
Clc1cncc(Cl)c1N/N=C/c1ccccc1	0	-6	1	4	2	4	1.4	-3	1	0.6
Cc1nnc(Sc2cc(C(=O)NCc3ccco3)c3ccccc3n2)s1	5	-4	4	-1	-1	-2	1.0	12	0	-2.1
COc1ccc(N2CCN(C(=O)CCCCn3c(=O)[nH]c4ccsc4c3=O)CC2)cc1	-1	-2	-24	8	1	-36	-0.6	-3	2	0.6
CC(C)(C)c1ccccc1OCC(=O)Nc1ncn[nH]1	-6	3	7	3	1	21	1.1	10	-3	-1.8
O=C(Nc1cccnc1)c1ccccc1-c1ccccc1	-6	4	-13	-3	2	10	-1.4	1	10	-0.1
CCOC(=O)CSc1nnc(NCC(=O)OC(C)C)c(=O)[nH]1	-5	-5	2	1	2	5	-0.8	11	-2	-2.6
Cc1c(NC(=O)c2ccccc2NC(=O)c2ccccc2)cccc1C(=O)O	-5	.	-8	7	4	5	0.3	2	0	-0.5
CCN(CC)C(=O)COC(=O)c1cc(-c2ccco2)nc2ccccc12	-1	-4	-18	-3	4	-22	5.4	-9	8	1.7
O=C(COc1ccccc1Cl)Nc1ccc(C(=O)O)cc1NC(=O)COc1ccccc1Cl	2	0	4	-1	-2	12	0.3	23	-1	-4.2
CC(C)CC(=O)N1CCN(S(=O)(=O)c2ccc(F)cc2)CC1	-3	-3	0	6	4	-5	-1.5	5	-1	-0.9
Cc1ccc(NC(=O)c2nnn(-c3cccc(C(F)(F)F)c3)c2N)cc1	0	3	-3	4	3	-1	0.7	4	4	-0.7
O=C(NC(Cc1ccccc1)C(=O)O)/C(=C/c1ccco1)NC(=O)c1cccc(Br)c1 (stereo not drawn)	-2	-2	-15	2	1	10	3.2	15	9	-3.2
CC(C)C(=O)N1CCN(c2ccc(NC(=S)NC(=O)c3cc4ccccc4o3)cc2)CC1	-4	-2	-6	-4	-3	-3	-1.8	12	1	-2.2
Nc1nc(NCc2ccco2)nc(Nc2ccc(F)cc2)c1[N+](=O)[O-]	-3	.	1	5	1	-28	0.2	-12	5	2.3
O=C(OCC(=O)N1CCN(S(=O)(=O)c2ccccc2)CC1)c1ccc([N+](=O)[O-])o1	0	1	-8	2	2	-44	1.8	-11	3	2.3
CCc1ccccc1NNC(=O)CCc1ccccc1	-1	-1	3	-1	2	-33	-0.5	13	-4	-2.7
O=C(Cc1ccc(NC(=O)C2CCCN(C(=O)CCc3ccccc3)C2)cc1)Nc1ccc(C(=O)N2CCOCC2)cc1 (stereo not drawn)	-7	-8	-5	1	-3	-4	2.9	0	-3	0.1
CCOC(=O)c1c(-c2ccccc2)oc2ccc(O)cc12	1	0	-1	2	0	-6	4.3	-7	-6	1.6

A draw from above in order of number of heavy atoms, high to low:
SMILES	Keap1 Nrf2 FP	CAL-PDZ inh HTS	Cardiac RTF inh	HTR5A ag ctr	V-ATPase pH	HTR5A inv ag	LANA DNA inh	MOR-DOR inv ag	cardiac RTF act	OPRM1-OPRD1 ag
CC1(C)Cc2c(cnn2-c2cccc(F)c2)C(NC(=O)CSc2ccncc2)C1 (stereo not drawn)	-4	0	3	-1	0	2	0.2	11	-2	-3.5
CCOC(=O)c1cc(CC)sc1/N=C/c1c(O)ccc2ccccc12	-2	.	-8	4	-2	-9	2.9	1	-1	-0.1
Clc1cncc(Cl)c1N/N=C/c1ccccc1	0	-6	1	4	2	4	1.4	-3	1	0.6

Other compounds follow:
SMILES	Keap1 Nrf2 FP	CAL-PDZ inh HTS	Cardiac RTF inh	HTR5A ag ctr	V-ATPase pH	HTR5A inv ag	LANA DNA inh	MOR-DOR inv ag	cardiac RTF act	OPRM1-OPRD1 ag
CCC(=O)c1ccc(OCC(O)CN2CCN(c3cccc(C(F)(F)F)c3)CC2)cc1 (stereo not drawn)	-2	.	-6	-2	-1	-23	-0.4	-26	-6	5.7
CCSc1nnc(NC(=O)CSC2=NCCS2)s1	-10	1	-10	-2	-2	5	0.6	14	1	-3.0
CCCCCCCCCCS(=O)(=O)N/N=C/c1ccccc1OC	2	2	-2	0	1	-1	-0.8	1	6	-0.3
COc1ccc(C(=O)NCCCNC(=O)c2ccc(C)nc2)cc1	-1	-3	-2	2	0	-5	-1.1	6	-5	-0.9
Cc1nc(OCc2c(C)noc2C)c2ccccc2n1	1	3	-2	1	-2	-2	-3.7	14	-1	-2.6
CCOC(=O)C1CCCN(C(=O)C2CCN(S(=O)(=O)c3cccs3)CC2)C1 (stereo not drawn)	-2	-1	1	-2	1	33	0.5	-9	0	1.7
Cc1cc(/C=C/C(=O)O)c(C)n1-c1ccc(Cl)cc1	-1	-2	12	1	-2	9	0.9	11	1	-2.1
O=C(Nc1ccccc1)C1=C(O)CC(c2ccco2)CC1=Nc1ccccc1 (stereo not drawn)	-1	0	0	6	-1	-11	-0.3	14	-5	-2.2
CCOC(=O)Cn1nc(C)c(NC(=O)CCc2ccc(OC)cc2)c1C	4	-3	-23	2	-3	-20	-0.8	2	-1	-0.3
CC(=O)Cn1cnc2c(sc3nc(C)cc(C)c32)c1=O	-4	-2	-13	-1	0	4	0.5	7	6	-1.5
Cc1cccc(CCNC(=O)C2CCN(S(=O)(=O)c3c(C)nn(C)c3C)CC2)c1	-2	-5	3	-6	0	-5	-1.0	0	-6	0.0
CC1(C)CC2CC(C)(CN2S(=O)(=O)c2cccc(C(N)=O)c2)C1 (stereo not drawn)	0	-1	1	6	-2	-14	2.4	-8	0	1.9
Cn1nc(C(=O)Nc2ccc(S(=O)(=O)N3CCOCC3)cc2)c2ccccc2c1=O	2	-2	-4	-2	0	5	-1.0	-3	1	0.5
O=C(CN1CCCC1)Nc1c2c(nc3ccccc13)N(Cc1ccccc1)CC2	-2	-5	-5	-3	-1	1	0.1	-7	7	1.1
O=S(=O)(c1ccc(NC(=S)NCc2ccco2)cc1)N1CCCC1	-5	-5	-7	1	-1	30	-0.6	6	4	-1.1
CN(CC(=O)Nc1cccc(F)c1)CC(=O)Nc1cccc(S(=O)(=O)N(C)c2ccccc2)c1	-7	-14	-7	1	1	-4	-1.3	-15	0	3.7
Cc1[nH]c2ccccc2c1C1=NNC(=Nc2ccc(F)cc2)SC1	3	-1	0	6	0	-15	-1.3	-6	-20	1.3
CC(=O)N=c1sc2cc(C)ccc2n1C	-1	-1	9	3	-2	-17	0.6	-4	0	0.6
Cc1noc(C)c1C(=O)N1CCC(C(=O)c2ccccc2)CC1	0	3	8	3	1	-8	1.1	7	-12	-1.5
O=C(N=C1SC2CS(=O)(=O)CC2N1c1ccc(F)cc1)C1CCCCC1 (stereo not drawn)	-3	-3	-1	4	3	-15	1.0	3	-1	-0.5
Cc1ccnc(NS(=O)(=O)c2ccc(NS(=O)(=O)Cc3ccccc3)cc2)n1	1	-2	-3	-4	1	7	0.9	14	6	-2.9
O=c1[nH]c2cc(F)ccc2c2ccc(F)cc12	-3	-1	-9	10	2	-40	-14	-32	-4	7.3
COc1ccccc1C(=O)COC(=O)c1cccc(-n2cnnn2)c1	-5	21	-7	1	0	-2	-0.9	-3	2	0.7
Cc1cccc([C@@H]2[C@@H]3C(=O)N(Cc4ccccc4)C(=O)[C@@H]3[C@]3(Cc4ccccc4)C(=O)N(c4cccc(F)c4)C(=O)N23)c1	-5	-3	1	-1	0	12	-1.4	9	0	-1.6
CN(Cc1ccccc1)C(=O)COC(=O)c1cc(=O)c2ccccc2o1	-2	.	0	-1	9	5	1.1	6	0	-1.1
Cc1cc(C)c(C)c(S(=O)(=O)N(C)C2CCN(C)CC2)c1C	-1	-4	0	0	2	0	-1.1	13	-4	-2.5
C/C(CC(=O)Nc1ccc(Cl)c(C(F)(F)F)c1)=N\NC(=O)c1ccccc1O	3	-7	14	6	2	-16	1.7	-2	-9	0.4

Screens deposited in PubChem BioAssay by several laboratories.
